Casp6 inh: human caspase-6 inhibitors, primary screen, biochemical, VEID-R110 fluorescence, single point, set 2. P55212. AID 686996, 2013. purified caspase-6, Z-VEID-R110 cleavage fluorescence. 350,000 compounds, 0.53% hits. inhibition, % at 12.5 µM;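 active = mean inhibition across replicates at least about 35%, with every replicate also reaching that limit, limit read from the data; inconclusive = only one of the two criteria met; inactive = neither criterion met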;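 note: 0% = median of neutral control wells and 100% = no fluorescence left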
ERAP1 HTS inh: human ERAP1 aminopeptidase inhibitors, primary screen, biochemical, single point, plate reader. Endoplasmic reticulum aminopeptidase 1 (Homo sapiens), Q9NZ08. inhibition, % at 10.7 µM. AID 652197, 2013. recombinant ERAP1, Leu-AMC fluorescence, 60 min. 340,000 compounds, 0.15% hits;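 active = mean replicate inhibition of at least 30%, or all replicates individually reaching that 30% level; inactive = mean below 30% and not every replicate reaching it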;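 note: 0% = neutral control wells and 100% = L-leucinethiol positive control wells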
Target sequence (Q9NZ08 whole entry, looked up): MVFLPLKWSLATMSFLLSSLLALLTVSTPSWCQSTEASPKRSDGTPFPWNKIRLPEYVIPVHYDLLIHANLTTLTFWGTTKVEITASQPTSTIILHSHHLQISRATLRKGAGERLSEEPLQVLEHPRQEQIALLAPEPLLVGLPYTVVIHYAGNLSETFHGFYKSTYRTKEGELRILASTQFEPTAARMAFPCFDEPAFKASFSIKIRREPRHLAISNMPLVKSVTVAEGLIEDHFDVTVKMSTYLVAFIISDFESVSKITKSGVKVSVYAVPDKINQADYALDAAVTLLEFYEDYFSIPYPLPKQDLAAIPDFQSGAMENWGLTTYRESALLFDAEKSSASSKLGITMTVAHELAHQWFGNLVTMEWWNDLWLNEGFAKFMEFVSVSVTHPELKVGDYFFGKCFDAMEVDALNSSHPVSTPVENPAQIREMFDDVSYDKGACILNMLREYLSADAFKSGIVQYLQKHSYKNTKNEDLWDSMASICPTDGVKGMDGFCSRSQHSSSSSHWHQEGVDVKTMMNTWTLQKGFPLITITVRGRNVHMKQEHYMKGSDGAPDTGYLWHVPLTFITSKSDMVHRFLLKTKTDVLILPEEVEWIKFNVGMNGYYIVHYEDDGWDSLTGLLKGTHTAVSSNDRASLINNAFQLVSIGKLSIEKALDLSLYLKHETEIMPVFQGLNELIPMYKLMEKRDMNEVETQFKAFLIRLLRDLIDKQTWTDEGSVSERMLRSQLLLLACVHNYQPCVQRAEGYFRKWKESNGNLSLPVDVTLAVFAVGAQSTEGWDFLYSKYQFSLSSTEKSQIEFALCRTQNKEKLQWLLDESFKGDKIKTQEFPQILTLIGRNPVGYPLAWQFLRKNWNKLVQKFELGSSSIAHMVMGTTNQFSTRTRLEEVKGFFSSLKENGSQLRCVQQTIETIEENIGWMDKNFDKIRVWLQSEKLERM
miR-122 sensor: miR-122 Renilla sensor signal increase in Huh7, primary screen, miR-122 inhibitor project, cell-based, single point, plate reader. Huh7 miR-122 Renilla luciferase sensor, 48 h; neutral wells = 0, positive control = 100. activation (reporter increase), % at 12.5 µM. 340,000 compounds, 0.3% hits;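 active = mean replicate activation score at least 90 and every replicate individually at or above 90; inconclusive = only one of the two criteria met; inactive = neither criterion met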;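 note: higher luciferase means less miR-122 activity so hits act as miR-122 inhibitors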
SIRT5 inh: SIRT5 desuccinylase inhibitors, primary screen, biochemical, fluorescence imaging, single point, set 5. 330,000 compounds, 1.1% hits. AID 652115, 2013. inhibition, % at 15 µM. Purified SirT5, succinyl-peptide AMC, trypsin-coupled fluorescence. NAD-dependent protein deacylase sirtuin-5, mitochondrial (Homo sapiens), Q9NXA8; in the data active = inhibition above about 15%; inconclusive = no clear call, values can overlap the other calls
ERp5 block: inhibitors of ERp5-driven insulin aggregation, primary screen, biochemical, turbidity, absorbance 650 nm, single point; Protein disulfide-isomerase A6 (Homo sapiens), Q15084; 90 min; inhibition, % at 9.99 µM; 350,000 compounds, 0.05% hits; AID 651711, 2012;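 active = mean replicate inhibition above about 25%, with every replicate also reaching it, limit read from the data, passing the limit was not always enough; inconclusive = only one of those two criteria met; inactive = neither criterion met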
DENV2 CPE: inhibitors of DENV2 cytopathic effect, primary screen, cell-based, plate reader, single concentration; DENV2-infected cells, cytopathic effect rescue; CPE inhibition, % at 9.99 µM; 350,000 compounds, 1.7% hits; in the data active = CPE inhibition above about 20%, passing the limit was not always enough; inconclusive = no clear call, values can overlap the other calls; tested in BHK-21 cells;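 note: 0% = median of neutral control wells and 100% = median of positive control wells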
CFTR F508del cor: F508del CFTR correction, initial screen, CFBE line, single point; CFBE cells, YFP halide quenching; stimulated with forskolin plus potentiator P3; % fluorescence drop versus neutral controls; activity (quench increase), % at 7.58 µM; 350,000 compounds, 0.36% hits; AID 720511, 2013;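 active = mean added fluorescence quench of at least 8% versus neutral control, with both replicates also reaching 8%; inconclusive = only one of the mean or replicate conditions met; inactive = mean below 8% and not both replicates reaching 8%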;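 note: cells transiently co-express mutant CFTR-F508del with the halide-sensitive YFP; corrector assay measuring rescue of mutant channel to the surface after 24 h compound exposure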
The depositor's hits bear a star; ? = inconclusive; . = not tested or not shown; & = joins results of further samples; [ ] = remark or other dose. Random draw from the library; about 4% have a hit in one of these screens.

SMILES	Casp6 inh	ERAP1 HTS inh	miR-122 sensor	SIRT5 inh	ERp5 block	DENV2 CPE	CFTR F508del cor
O=C(C[C@@H]1C=C[C@@H](NS(=O)(=O)c2ccc(F)cc2)[C@@H](CO)O1)NCc1ccccc1F	2	0	.	1	2	12	1.8
CCN(CC(=O)Nc1ccc(NC(C)=O)cc1)C(=O)/C=C/c1ccc([N+](=O)[O-])cc1	0	-1	-5	1	4	8	0.1
CCCCNc1c(-c2ccc(SC(C)CC)cc2)nc2ccccn12 (configuration not stated)	5	-8&-6	.	.	-6&9	-6&0	2.1&3.4
N#C[C@H]1[C@H](c2ccccc2-c2ccccc2)[C@@H](CO)N1C(=O)Cc1ccncc1	-4	3	.	-1	-3	19	-0.2
C#CCCc1ccccc1/C=[N+](/C)[O-]	8	1	1	0	5	.	0.9
Cc1ccc(N2CC(C(=O)Nc3ccc(S(=O)(=O)Nc4nccs4)cc3)CC2=O)cc1C (configuration not stated)	3	-1	.	18*	0	3	0.2
Cc1cc(=O)oc2cc(OCC(=O)Nc3c(Cl)cccc3C(F)(F)F)ccc12	1	-1	4	1	5	-2	-0.3
CCc1ccc(CCC(=O)Nc2ccc(Cl)cc2)o1	2	2	1	-1	-1	-4	-1.6
O=C1[C@H]2[C@@H](c3ccc(C(F)(F)F)cc3)N[C@]3(CCCN(Cc4ccccc4)C3=O)[C@H]2C(=O)N1Cc1ccccc1	2	-2	-7	-8	-3	6	3.6
OC[C@H]1[C@H](c2ccc(C#CC3(O)CCCC3)cc2)[C@@H]2CN(Cc3cccnc3)CCCCN12	0	-1	-1[16.7 µM]	-3	-1	0	0.1
C[C@H]1CN([C@@H](C)CO)C(=O)c2c(c3ccccc3n2C)-c2ccccc2CO[C@H]1CN(C)Cc1ccncc1	1	2	.	-4	2	-1	-1.6
CCCC#Cc1cnc2c(c1)C(=O)N([C@@H](C)CO)C[C@H](C)[C@H](CN(C)Cc1ccc(C(=O)O)cc1)O2	-1	1	0[16.7 µM]	-1	0	9	-2.6
O=C(Cn1cnc2scc(-c3ccc(Cl)cc3)c2c1=O)N1CCOCC1	-2	1	6	5	-1	-3	0.1
O=C(Nc1ccc(S(=O)(=O)N2CCCCC2)cc1)C1CCN(C(=O)c2ccc(F)cc2)CC1	2	2	.	2	0	2	1.2
CC(Sc1nc(-c2ccccc2)cc(C(F)(F)F)n1)C(=O)N1CCCC1 (configuration not stated)	-5	-4	6	0	0	-6	0.3
CCN(C(=O)COC(=O)c1cn(-c2ccccc2)nc1-c1ccccc1)C1CCS(=O)(=O)C1 (configuration not stated)	2	-4	.	1	1	4	0.9
Cc1nnc2sc(SCC(=O)N3CCCCC3)nn2c1=O	-2	5	.	0	0	-6	0.6
N#CCCN(C(=O)COC(=O)c1cccc(S(=O)(=O)N2CCCCCC2)c1)c1ccc(F)cc1	3	1	.	-3	-3	0	-5.9
O=Cc1cn(CCOc2ccccc2F)c2ccccc12	-1	-1	-12	-5	3	-3	.
O=C(NC[C@H]1N[C@H](CO)[C@@H]1c1ccc(-c2ccccc2F)cc1)c1ccccc1	0	2	-36[16.7 µM]	0	-4	-13	-0.6
COc1ccc(NC(=O)Nc2ccc3c(c2)C(=O)N([C@H](C)CO)C[C@@H](C)[C@H](CN(C)C(=O)Cc2ccccc2)OCCCC[C@H](C)O3)cc1	0	3	-23[16.7 µM]	6	1	-8	-1.6
O=C(COC(=O)Cc1c[nH]c2ccccc12)NC1CCS(=O)(=O)C1 (configuration not stated)	2	4	4	-1	1	-9	2.1
C[C@H]1CN([C@@H](C)CO)C(=O)c2cccc(NC(=O)NC3CCCCC3)c2O[C@H]1CN(C)Cc1ccc(C(=O)O)cc1	-5	-3	41[16.7 µM]	3	-5	4	-0.5
O=C(C1=C[C@@H](c2ccc(Br)cc2)C[C@@H](OCc2ccc(CO)cc2)O1)N1CCOCC1	-2&0	3&3	.	4&0	-15&2	-2&4	-1.0&-0.3
COc1ccc(NC(=O)Nc2ccc3c(c2)C(=O)N([C@H](C)CO)C[C@@H](C)[C@@H](CN(C)S(=O)(=O)c2ccc(Cl)cc2)OCCCC[C@H](C)O3)cc1	-4	-1	5[16.7 µM]	-1	1	40*	-2.5
COc1ccc(NC(=O)C2C3C=CC(O3)C2C(=O)O)cc1 (configuration not stated)	12	-3	2	-3	3	?	0.9
CC(=O)Nc1ccc(OC(=O)Cc2ccc(Cl)cc2)cc1	-1	5	.	-5	-2	9	0.8
COCCCNC(=O)Cn1c(=O)n(CCCCCC(=O)NCc2ccc3c(c2)OCO3)c(=O)c2sccc21	-1	0	12	0	1	-1	0.0
CCN(CC(=O)N1CCC(C(N)=O)CC1)S(=O)(=O)c1ccc(Cl)cc1	2	-2	.	2	4	-7	0.4
COc1ccc(C(C)(O)c2nc(-c3cnc4ccccc4c3)cs2)cc1 (configuration not stated)	2	3	1	-2	0	9	2.7
Cc1noc(C)c1NC(=O)N1C[C@H](O)COC[C@H]2O[C@H](CC(=O)N3CCc4ccccc4C3)CC[C@@H]21	-1	0	-2[16.7 µM]	-4	0	2	-0.4
C[C@@H]1CN([C@@H](C)CO)C(=O)c2cc(NC(=O)CCC(F)(F)F)ccc2O[C@H]1CN(C)CC1CC1	-1	-2	20[16.7 µM]	-4	-1	-7	-0.6
Cc1ccc(F)cc1C(=O)N1CCCC(c2cc(C(=O)NCc3ccc(F)cc3)no2)C1 (configuration not stated)	8	7	3	-3	-6	-4	0.0
CC(NC(=S)Nc1ccc(F)cc1)C(c1cccs1)N1CCOCC1 (configuration not stated)	-3	1	-2	0	11	4	-2.0
Cc1ccc(NC(=O)CSc2nc(N)c3c4c(sc3n2)CSC(C)(C)C4)cc1	-1	1	.	5	-1	5	2.8
Cc1cc(C(=O)Nc2ccc3c(c2)C(=O)N(C)[C@H]2CC[C@@H](CC(=O)NC4CCCC4)O[C@@H]2CO3)no1	0	2	0[16.7 µM]	6	-3	17	6.2
C[C@@H]1CCCCO[C@@H](CN(C)S(=O)(=O)c2cn(C)cn2)[C@@H](C)CN([C@H](C)CO)C(=O)c2cc(NC(=O)Nc3ccc4c(c3)OCO4)ccc2O1	-1	-1	-1[16.7 µM]	-2	-2	17	1.5
Nc1cc2c(cc1C(=O)c1ccccc1F)OCCO2	-1	1	0	1	-2	2	2.7
COc1ccc(C(=O)N2CCOC2CNC(=O)C(=O)NCc2ccc(F)cc2)cc1 (configuration not stated)	3	4	1	3	7	-8	-0.3
O=C(c1ccc(F)cc1)N1CC[C@H]2[C@H](CO)Nc3ccc(-c4ccccc4F)cc3[C@H]21	6	2	6[16.7 µM]	5	2	?	1.1
Cc1ccc(CNC(=O)CN(C(=O)C2(C)CC(=O)N=C3C=CC=CN32)c2ccc(F)cc2)cc1 (configuration not stated)	1	1	-5	-21	-1	12	-2.1
COc1ccccc1-c1ccc2c(c1)O[C@H](CN(C)C(=O)c1cccnc1)[C@H](C)CN([C@H](C)CO)S2(=O)=O	2	2	42[16.7 µM]	-1	-1	-2	-1.2
O=C(C[C@H]1C[C@@H]2c3cc(NS(=O)(=O)c4ccc(F)cc4)ccc3O[C@@H]2[C@@H](CO)O1)NC1CCCCC1	0	4	1[16.7 µM]	0	-1	3	1.2
COc1cccc(/C=N/n2c(COc3ccccc3)n[nH]c2=S)c1O	3	-2	1	-5	-1	0	1.1
C[C@H](CO)N1C[C@H](C)[C@@H](CN(C)Cc2ccccc2C(=O)O)Oc2ncc(C#CC3CC3)cc2C1=O	0	-2	15[16.7 µM]	5	9	-2	4.4
Cn1nccc1C(=O)Oc1ccc(/C=N/NC(=O)c2ccccc2O)cc1	-2	1	.	-2	1	3	-0.6
Cc1cc(-c2nnc(SCC(=O)c3ccc4c(c3)OCCO4)o2)no1	0	-1	4	3	1	2	-3.2
Cc1cc(C(=O)N2CCCC(C(=O)c3cccc(C(F)(F)F)c3)C2)n[nH]1 (configuration not stated)	-2	-5	-2	1	-7	5	1.6
CN(C)C(=O)C[C@@H]1C[C@@H]2c3cc(NS(C)(=O)=O)ccc3O[C@@H]2[C@@H](CO)O1	-1	-1	-5[16.7 µM]	0	-8	?	-1.0
COC(=O)c1cccc(CN2C(=O)SC(Nc3ccc(C)cc3)C2=O)c1 (configuration not stated)	-4	-3	.	4	5	-4	2.9
CC(C)c1ccc(NC(=O)Nc2nc(C(N)c3ccccc3Cl)cs2)cc1 (configuration not stated)	-6	-3	-3	.	-3	23*	0.7
CCC(C)NC(=O)CCc1nnc2ccc(N3CCC(C)CC3)nn12 (configuration not stated)	-1	-3	.	1	-3	14	-1.5
C[C@@H]1CN([C@H](C)CO)C(=O)c2cc(NS(=O)(=O)c3cn(C)cn3)ccc2O[C@@H](C)CCCCO[C@H]1CN(C)C(=O)Nc1ccc2c(c1)OCO2	-2	4	.	.	-3	-6	-0.8
Cn1cnnc1SCCCN1C(=O)c2cccc3cccc(c23)C1=O	-4	1	.	0	8	-4	5.2
CC(C)N(C)c1ncnc2c1ncn2[C@H]1CN(Cc2cccnc2)C[C@@H](CO)O1	1	-1	-3	.	4	-8	3.2
COC(=O)CSc1nc2[nH]ncc2c(=O)[nH]1	-2	0	-6	0	1	3	.
CC(NC(=O)NC12CC3CC(CC(C3)C1)C2)c1ccc2c(c1)OCO2 (configuration not stated)	-4	7	.	-3	5	-1	-1.1
COCC(=O)N[C@H]1C=C[C@H](CC(=O)NCc2ccc(Cl)cc2)O[C@@H]1CO	-1	6	.	1	0	0	1.9
Cn1cnc2cc(NC(=O)COc3ccccc3)ccc21	0	0	-6	-2	3	-3	-2.9
O=[N+]([O-])c1ccc(-n2cccn2)c(-c2nn[nH]n2)c1	2	-2	.	4	1	11	-2.7
(listing goes on)
SMILES	Casp6 inh	ERAP1 HTS inh	miR-122 sensor	SIRT5 inh	ERp5 block	DENV2 CPE	CFTR F508del cor
S=c1[nH]nc(COc2ccccc2)n1/N=C/c1ccc(Cl)cc1Cl	0	-2	0	1	0	2	0.1
COc1cc(NS(=O)(=O)c2cn(C)cn2)cc(OC)c1OC	2	-6	-2	-1	-4	1	2.8
Cc1ccc(-n2nc3c(c2NC(=O)c2c(F)cccc2Cl)CS(=O)(=O)C3)cc1C	-1	-2	-4	1	0	-1	2.5
COc1cc2c(cc1OC)CC(C(=O)NCc1ccccc1)NC2 (configuration not stated)	-1	0	-2	1	0	4	-1.7
N#C[C@H]1[C@H](c2ccccc2)[C@@H](CO)N1C(=O)c1ccc2c(c1)OCO2	0	-2	.	-1	-2	1	-0.8
O=C(NCCC1=CCCCC1)c1cccc2c1C(=O)N(C1CCCCC1)C2	1	-6	.	-5	1	-1	1.4
COc1ccc(OC)c(C2NC(=O)NC(C)=C2C(=O)OCc2ccccc2)c1 (configuration not stated)	-2	-4	-1	0	0	-1	1.0
CNc1c([N+](=O)[O-])cnn1-c1ccc(F)cc1	-1	2	-4	.	-2	2	4.2
Cc1onc(-c2ccc(Cl)cc2Cl)c1-c1csc(N/N=C/c2ccccc2)n1	0	-1	.	-1	-1	6	1.5

Reformatted with values ahead of the structure: entries from further up
Casp6 inh | ERAP1 HTS inh | miR-122 sensor | SIRT5 inh | ERp5 block | DENV2 CPE | CFTR F508del cor | Molecule
0 | 4 | 1[16.7 µM] | 0 | -1 | 3 | 1.2 | O=C(C[C@H]1C[C@@H]2c3cc(NS(=O)(=O)c4ccc(F)cc4)ccc3O[C@@H]2[C@@H](CO)O1)NC1CCCCC1
0 | -1 | -5 | 1 | 4 | 8 | 0.1 | CCN(CC(=O)Nc1ccc(NC(C)=O)cc1)C(=O)/C=C/c1ccc([N+](=O)[O-])cc1
8 | 1 | 1 | 0 | 5 | . | 0.9 | C#CCCc1ccccc1/C=[N+](/C)[O-]

Bioassay records (PubChem BioAssay)
